Screens deposited in PubChem by several laboratories.
hcDAF12 agonist = H. contortus DAF-12 nuclear receptor activators, primary screen, cell-based, luminescence, HEK293, lit1-tk-luc reporter. HEK293 hcDAF-12 lit1-tk-luc reporter; 0% DMSO, 100% Δ7-dafachronic acid. AID 652067, 2013. activation, % at 6.8 µM. actives 1.4% (n = 370,000);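 active means activation above the mean of all tested compounds plus 3 SD, cut at about 5.5% in these data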;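 further: 100% = response to 3 µM Δ7-dafachronic acid high control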
GAA850 FXN act = FXN promoter activators, primary screen, cell-based, luciferase luminescence, HEK293 lucGAA850; activation, % at 6 µM; HEK293 lucGAA850 FXN promoter luciferase reporter, 24 h; percent of 10 µM SAHA response; actives 0.56% (n = 360,000);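 active means activation above the average of all compounds screened plus 3 SD, cutoff fixed separately per campaign, cut at about 7.5% in these data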;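 further: 0% = DMSO wells and 100% = 10 µM SAHA wells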
ADAM10 inh = human ADAM10 inhibitors, primary screen, biochemical, QFRET, HTS. recombinant ADAM10, EDANS/DABCYL FRET peptide cleavage, 3 h. Disintegrin and metalloproteinase domain-containing protein 10 (Homo sapiens), O14672. inhibition, % at 7 µM. actives 0.62% (n = 370,000);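 active means inhibition above a per-campaign cutoff equal to the mean of compounds falling between control-based bounds plus 3 SD, cut at about 20% in these data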;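 further: 0% = DMSO wells while the 100% control is not disclosed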
DAX1 inh-1 = DAX1 (NR0B1) inhibitors, primary screen, cell-based, HEK293, Gal4-DAX1, luciferase luminescence. Nuclear receptor subfamily 0 group B member 1 (Homo sapiens), P51843. HEK293 Gal4-DAX1 luciferase reporter. inhibition, % at 6.75 µM. actives 0.99% (n = 340,000). AID 504766, 2011;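 active means inhibition above the mean over all tested compounds plus 3 SD, cut at about 4.2% in these data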;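 further: 0% = DAX1-transfected cells with DMSO and 100% = empty-vector control cells with DMSO; inhibition shows as a rise in luminescence from relieved DAX1 repression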
SMARCA2 act = SMARCA2 (BRM) function activators, primary screen, cell-based, luminescence, high throughput; actives 1% (n = 370,000); MG213 cells, MMTV-luciferase reporter, dexamethasone, overnight; activation, % at 9.1 µM; in the data active means activation above about 7.8%;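 further: 0% = vehicle wells and 100% = reference activator wells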
sPLA2-III inh = human group III sPLA2 inhibitors, primary screen, biochemical, QFRET, BODIPY PC-A2 liposome substrate | Group 3 secretory phospholipase A2 (Homo sapiens), Q9NZ20 | QFRET BODIPY PC-A2 liposome hydrolysis, fluorescence | inhibition, % at 12.2 µM | actives 0.56% (n = 370,000);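 active means inhibition above mean plus 3 SD of compounds lying within the high and low control bounds, cut at about 19% in these data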;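 further: 0% = median of test compound wells and 100% = no enzyme DMSO wells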
hgDAF12 agonist = H. glycines DAF-12 receptor agonists, primary screen, cell-based, luminescence, HEK293, GAL4 fusion, UAS-luciferase; Nuclear hormone receptor DAF-12 (Heterodera glycines), GAL4 fusion; HEK293 GAL4-hgDAF12 UAS-luciferase reporter, agonist luminescence; normalized to butyrate control; activation, % at 6.8 µM; actives 1.8% (n = 370,000); AID 687014, 2013;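 active means activation above a cutoff set at the mean of all screened compounds plus 3 SD, cut at about 10% in these data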;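 further: 0% = DMSO wells and 100% = sodium butyrate wells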
ssDAF12 agonist = S. stercoralis DAF-12 nuclear receptor activators, primary screen, cell-based, luminescence, HEK293, GRIP1 co-expression, lit1-tk-luc; Nuclear hormone receptor DAF-12 (Strongyloides stercoralis); actives 1% (n = 370,000); AID 652126, 2013; HEK293 ssDAF-12/GRIP1 lit1-tk-luc reporter; % of 3 µM dafachronic acid response; activation, % at 6.8 µM;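 active means activation above the mean over all tested compounds plus 3 SD, cut at about 0.9% in these data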;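 further: 0% = DMSO-only wells and 100% = 3 µM delta7-dafachronic acid wells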
GC-A act = GC-A stimulated cGMP production enhancers – HEK293 GC-A cells, cGMP TR-FRET, EC30 ANP, primary screen; Atrial natriuretic peptide receptor 1 (Homo sapiens), P16066; 0% at EC30 ANP, 100% saturating ANP; activation, % at 10 µM; actives 0.14% (n = 370,000); in the data active means activation above about 40%
Target sequence (P16066 whole entry, looked up): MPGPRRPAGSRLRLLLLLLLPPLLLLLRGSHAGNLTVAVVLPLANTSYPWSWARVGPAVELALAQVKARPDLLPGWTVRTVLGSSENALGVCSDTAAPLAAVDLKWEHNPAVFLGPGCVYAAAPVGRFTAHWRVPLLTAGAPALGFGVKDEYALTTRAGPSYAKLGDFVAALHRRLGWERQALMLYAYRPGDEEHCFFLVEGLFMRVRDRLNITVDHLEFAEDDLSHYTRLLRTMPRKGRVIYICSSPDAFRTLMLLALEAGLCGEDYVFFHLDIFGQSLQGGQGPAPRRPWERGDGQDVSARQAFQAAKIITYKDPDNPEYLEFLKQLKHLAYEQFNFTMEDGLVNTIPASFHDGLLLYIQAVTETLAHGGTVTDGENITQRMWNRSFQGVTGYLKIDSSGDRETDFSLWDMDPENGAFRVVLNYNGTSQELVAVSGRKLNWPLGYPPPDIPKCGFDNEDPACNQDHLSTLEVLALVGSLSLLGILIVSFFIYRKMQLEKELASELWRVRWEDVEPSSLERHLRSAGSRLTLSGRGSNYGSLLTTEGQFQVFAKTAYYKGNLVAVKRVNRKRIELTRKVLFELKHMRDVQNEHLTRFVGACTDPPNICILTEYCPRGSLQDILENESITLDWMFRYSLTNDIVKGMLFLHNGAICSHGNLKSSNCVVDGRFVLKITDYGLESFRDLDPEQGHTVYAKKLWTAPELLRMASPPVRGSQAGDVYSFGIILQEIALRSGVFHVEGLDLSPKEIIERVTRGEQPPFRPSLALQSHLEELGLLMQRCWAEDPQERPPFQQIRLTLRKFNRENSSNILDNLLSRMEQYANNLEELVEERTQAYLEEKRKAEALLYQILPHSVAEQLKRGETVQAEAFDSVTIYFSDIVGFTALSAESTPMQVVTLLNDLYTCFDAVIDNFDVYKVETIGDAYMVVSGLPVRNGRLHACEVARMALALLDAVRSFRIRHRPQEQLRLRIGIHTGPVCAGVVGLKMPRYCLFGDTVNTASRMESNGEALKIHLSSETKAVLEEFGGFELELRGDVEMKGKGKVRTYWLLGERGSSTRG
NPR2 activator = human GC-B receptor activators, primary screen, HEK293 GC-B cells, cGMP TR-FRET, EC30 CNP | activation, % at 10 µM | actives 0.11% (n = 370,000) | 0% at EC30 CNP, 100% saturating CNP | Atrial natriuretic peptide receptor 2 (Homo sapiens), P20594;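 active means activation at 10 µM reaching about 35% in either raw or pattern-adjusted values, limit read from the data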
DAX1 inh-2 = DAX1 (NR0B1) inhibitors on StAR promoter, primary screen, cell-based, luminescence, SF-1 (NR5A1), full-length DAX-1. AID 652010, 2013. actives 1.1% (n = 370,000). inhibition, % at 6.8 µM. HEK293T StAR-luciferase reporter, SF-1/DAX-1 repression relief;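 active means inhibition above the mean over all tested compounds plus 3 SD, cut at about 3.6% in these data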;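 further: 0% = DAX-1 cells with DMSO and 100% = cells lacking DAX-1 with DMSO; higher inhibition means more luminescence from relief of DAX-1 repression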
Active calls of the source: *; i = inactive; . = not tested or not shown.

SMILES	hcDAF12 agonist	GAA850 FXN act	ADAM10 inh	DAX1 inh-1	SMARCA2 act	sPLA2-III inh	hgDAF12 agonist	ssDAF12 agonist	GC-A act	NPR2 activator	DAX1 inh-2
CC1CN(S(=O)(=O)c2cc(C(=O)NC(C)c3cccnc3)ccc2Cl)CC(C)O1 (centres undefined)	-1.3	1.1	-6	-0.3	-4	-2	-3.6	-1.6	-1	1	-1.8
CCCc1nnc(NC(=O)c2ccc(S(=O)(=O)N(C)c3ccccc3OC)cc2)s1	1.7	0.0	-1	1.2	0	-2	0.6	-0.3	2	5	-0.3
COc1ccc(NS(=O)(=O)c2cccc(-c3nnc(-c4ccccc4)o3)c2)cc1	-1.3	1.4	15	0.7	0	-31	1.1	-1.4	-8	-3	-0.8
CCC1(C)OC(=O)N2CCc3c(C)[nH]c4c(C)ccc(c34)C21C (centres undefined)	-0.6	0.0	-7	0.3	0	-7	2.1	-0.7	5	-9	-2.5
Nc1ncnc2c1ncn2[C@@H]1O[C@H](C(=O)N[C@H](CO)Cc2ccc(O)cc2)[C@@H](O)[C@H]1O	-0.2	.	-14	.	4	6	0.8	-0.7	1	2	0.4
CCCC1=[N+](CC(C)=O)CCn2c(C)ccc21	0.6	0.2	-128	0.9	2	-1	-0.6	-1.5	2	3	-0.8
Nc1nc(SCC(=O)N2CCc3ccccc3C2)[nH]c(=O)c1-c1ccccc1	-1.6	1.8	-10	0.2	1	-6	2.5	-1.5	-5	-7	0.6
CCOC(=O)N1CCC(N2CC34C=CC(O3)C(C(=O)Nc3ccc(C(C)C)cc3)C4C2=O)CC1 (centres undefined)	-0.5	2.7	-4	-1.4	4	-5	-4.0	-1.6	4	0	0.5
C/C(N)=C(/C#N)C(=O)COC(=O)c1cc2c(s1)CCC(C)C2 (centres undefined)	0.0	3.7	6	-1.3	3	-23	5.0	-1.5	4	-3	0.2
COc1ccc(C(=O)COC(=O)c2cnc(C)cn2)cc1OC	-2.2	1.7	4	0.1	-3	2	-2.3	-1.1	1	2	-0.1
COc1ccccc1-c1nc2ccccc2n(CC(C)C)c1=O	-0.5	.	-18	.	-2	15	-3.1	-1.0	-2	3	-1.6
O=C(COC(=O)CNC(=O)c1ccccc1)Nc1cccc(Br)c1	-1.4	-1.1	-4	0.7	-1	9	-3.0	-0.7	1	1	-0.2

Whole records from above. Screens in order: hcDAF12 agonist	GAA850 FXN act	ADAM10 inh	DAX1 inh-1	SMARCA2 act	sPLA2-III inh	hgDAF12 agonist	ssDAF12 agonist	GC-A act	NPR2 activator	DAX1 inh-2
`CCCc1nnc(NC(=O)c2ccc(S(=O)(=O)N(C)c3ccccc3OC)cc2)s1` is listed with 1.7	0.0	-1	1.2	0	-2	0.6	-0.3	2	5	-0.3
`O=C(COC(=O)CNC(=O)c1ccccc1)Nc1cccc(Br)c1` is listed with -1.4	-1.1	-4	0.7	-1	9	-3.0	-0.7	1	1	-0.2
`COc1ccc(NS(=O)(=O)c2cccc(-c3nnc(-c4ccccc4)o3)c2)cc1` is listed with -1.3	1.4	15	0.7	0	-31	1.1	-1.4	-8	-3	-0.8

(cont.)
SMILES	hcDAF12 agonist	GAA850 FXN act	ADAM10 inh	DAX1 inh-1	SMARCA2 act	sPLA2-III inh	hgDAF12 agonist	ssDAF12 agonist	GC-A act	NPR2 activator	DAX1 inh-2
COc1ccccc1NC(=O)c1c(Nc2ccccc2C)sc(C(=O)Nc2cccc(Cl)c2)c1N	-3.2	-4.0	21*	-2.8	-1	-10	-1.9	-1.8	-3	4	-3.0
CCC1(CC)NC(=O)N(CC(=O)OCC(=O)Nc2ccc(F)c(F)c2F)C1=O	2.9	0.2	6	-0.4	-2	1	-1.1	-1.1	3	1	-0.1
COc1cccc(CNC(=O)C2CCCN(c3nc4ccccc4o3)C2)c1OC (centres undefined)	-1.8	.	2	.	-4	10	1.0	1.0*	1	5	-1.1
Nc1nc(CC(=O)CSc2ccc(Cl)cc2)nc(Nc2ccc(F)cc2)n1	0.6	.	7	.	1	2	-0.9	-1.1	1	-9	-0.1
O=[N+]([O-])c1ccc(Sc2nc3ccccc3o2)c([N+](=O)[O-])c1	0.4	16*	8	0.7	-11	7	0.9	-1.3	15	5	0.3
O=C(Oc1cccnc1)c1ccc(Cl)cc1	0.3	1.8	-4	-0.8	-3	5	1.5	-0.4	2	1	-0.5
CC1CCCCC1NC(=O)c1cc(S(=O)(=O)N2CCCCC2)ccc1N1CCOCC1 (centres undefined)	-0.3	0.1	-10	0.1	-1	1	0.2	-0.3	-2	4	0.6
COc1cccc(-c2nnn(CC(C)=O)n2)c1	3.8	4.3	5	0.6	0	-8	11*	-0.5	0	-3	1.2
NC(=O)c1sc(=S)n(-c2ccc(Br)cc2)c1N	6.5*	3.2	-14	1.2	1	6	0.8	0.3	-2	-7	-0.6
O=C(CN(Cc1ccc2c(c1)OCO2)C(=O)CNS(=O)(=O)c1ccccc1)NCC1CCCO1 (centres undefined)	-1.0	1.2	6	0.7	1	2	0.6	-1.0	2	-2	0.4
CC(=O)N1CCN(C(=O)COc2ccc(N(C)S(=O)(=O)c3cccs3)cc2)CC1	0.3	-2.4	-1	-1.0	2	-3	2.8	-1.2	3	1	-0.9
O=C(Cn1cc([N+](=O)[O-])cn1)Nc1ccc(Cn2cc(Br)cn2)cc1	-0.3	0.2	9	-0.3	-2	-12	-2.0	-1.2	-3	4	0.0
Fc1ccc(CNc2nc3ccccc3n3cnnc23)cc1	1.3	-1.8	-6	0.6	1	-5	-0.2	-1.3	0	7	0.0
COC(=O)/C=c1/s/c(=C(/C#N)C(=O)N2CCOCC2)n(-c2ccccc2)c1=O	-1.1	2.1	2	-0.1	6	2	-0.2	-0.9	1	3	0.1
COc1ccc(C2C(C#N)=C(N)N(c3sc4c(c3C#N)CCCC4)C3=C2C(=O)CC(C)(C)C3)cc1OC (centres undefined)	-2.5	-1.0	2	-0.4	-1	-2	-1.7	-1.5	-1	-3	-1.0
CC1CCc2c(C(=O)OCC(=O)Nc3cccc(S(=O)(=O)N4CCCCCC4)c3)csc2C1 (centres undefined)	-2.8	-0.7	16	0.0	-4	-28	-2.3	-1.4	6	-1	-0.3
Cc1ccc(S(=O)(=O)N2CCN(C(=O)COC(=O)CCCOc3ccccc3)CC2)c(C)c1	-1.0	0.8	-10	0.5	-2	-4	-0.4	-1.0	1	1	-0.9
CCCCCCC1CC(CSC(=N)N)OC1=O (centres undefined)	2.6	1.3	12	0.3	-2	10	1.0	-1.4	0	-2	-0.3
CCCn1nc2cc(C(=O)NC3CCc4ccccc43)ccc2c1OCC (centres undefined)	0.0	-0.9	i	0.3	0	-4	2.9	-1.0	-4	3	-0.6
CC1CC(C)CN(C(=O)CCNC(=O)c2ccccc2Cl)C1 (centres undefined)	-0.1	1.2	-4	0.8	-3	10	1.9	-1.6	2	-5	0.1
O=C(Nc1nc(-c2ccc(Cl)s2)cs1)c1cccs1	1.6	5.7	-16	-0.5	-1	-4	10	-1.0	22	3	0.3
O=C(Nc1ccccc1-c1ccccc1)NC1CC2CCCC(C1)N2Cc1ccc(F)cc1 (centres undefined)	-2.0	-3.8	-2	0.1	-2	0	-1.2	-1.3	-5	-7	-0.2
O=C(O)CCSc1nnc(-c2ccncc2)n1-c1ccccc1	0.3	-2.6	-2	0.0	0	6	-0.7	-1.2	3	4	-0.3
CCOC(=O)Cn1c(=NC(=O)CN2C(=O)CCC2=O)sc2cc(S(N)(=O)=O)ccc21	-0.4	0.8	-4	-1.1	-1	-5	-2.8	-1.6	-2	1	-0.2
Cc1ccc2c(ccn3cc4c(c(=O)n(C)c(=O)n4C)c23)c1	-1.9	1.6	-29	0.3	0	9	-0.8	-1.4	0	-8	-1.0
CC1=C(C(=O)Nc2cccnc2)C(c2cccnc2)n2ncnc2N1 (centres undefined)	1.8	1.4	3	0.3	-3	13	-0.7	-0.7	3	6	-0.5
COc1ccc(C2Nc3ccccc3C(=O)N2Cc2ccco2)cc1COc1ccc(NC(C)=O)cc1 (centres undefined)	-1.1	-1.6	i	-0.5	-1	-19	-2.4	-1.3	-18	-15	0.5
CCOc1ccc(NC(=O)c2ccc(CNc3c(N4CCCC4)c(=O)c3=O)cc2)cc1	-1.1	2.8	3	1.9	5	0	-0.9	-2.3	-2	3	-0.2
COC(=O)C1=C(C(=O)OC)C2C=C(C(C)C)C1C(=O)C2(C)O (centres undefined)	-1.4	.	-1	.	-5	0	2.9	-1.6	-1	7	2.3
O=C(CN(C(=O)C1CSC(=O)C1)c1cccc(F)c1)NC1CCCC1 (centres undefined)	0.6	-1.8	-4	-0.4	-2	-1	2.0	-1.6	3	1	0.8
Cc1nn(Cc2ccc(Cl)cc2Cl)c(C)c1NC(=O)Cn1nc([N+](=O)[O-])c(Cl)c1C	-1.6	4.7	-1	0.4	0	0	0.5	-0.9	-2	-1	0.5
CN(C)C(CNC(=O)c1cc(S(=O)(=O)N(C)c2ccccc2)ccc1Cl)c1cccs1 (centres undefined)	-0.8	2.6	0	-1.3	-2	2	-1.2	-1.9	-7	1	-0.4
CCOc1ccccc1N1CCN(CC(=O)NCCc2ccc(S(N)(=O)=O)cc2)CC1	-1.0	-1.3	1	0.0	-1	1	-2.1	-1.6	1	3	0.4
COc1cccc(OCC(=O)Nc2cc(NC(=O)COc3cccc(OC)c3)cc(C(=O)O)c2)c1	-1.6	0.5	1	0.0	-1	-20	0.7	-0.4	2	-1	-0.2
CCCCCCNC(=O)O[C@@]12CN(S(=O)(=O)c3ccc(C)cc3)C[C@]1(O)Cn1c(=O)n(CCCCCC)c(=O)n1C2	0.8	-2.0	-6	-0.7	-3	-12	-1.7	-0.9	-1	3	-0.6
Cc1ccc(C(=O)NCC(=O)OCc2csc(-c3ccccc3)n2)cc1	-0.8	3.8	2	-0.1	-2	-5	0.8	-0.5	1	-3	-0.4
NC1=NC[C@H](c2ccccc2)N1CCCCC1CCCCC1	1.1	-1.2	1	1.2	-1	3	-1.5	-1.4	-5	-7	-0.3
CC(C)c1ccc(NC(=O)Nc2nc(C(C)N)cs2)cc1 (centres undefined)	0.6	0.1	-8	.	-4	11	-3.0	-0.9	-6	3	-0.8
Cc1ccc(NC(=S)N2CCN(c3nccc(C(F)(F)F)n3)CC2)c(C)c1	0.7	0.8	-16	-0.1	0	11	-2.0	0.2	0	-3	0.3
